D1 potentiator – potentiators of human D1 dopamine receptor. AID 504651. HEK293 TREx D1 cells, calcium flux, dopamine EC20 potentiation. actives 0.036% (n = 360,000). potentiation, % at 10 µM; in the data active means potentiation above about 30%; further: 0% is about no effect
Target sequence (P21728 whole entry, looked up): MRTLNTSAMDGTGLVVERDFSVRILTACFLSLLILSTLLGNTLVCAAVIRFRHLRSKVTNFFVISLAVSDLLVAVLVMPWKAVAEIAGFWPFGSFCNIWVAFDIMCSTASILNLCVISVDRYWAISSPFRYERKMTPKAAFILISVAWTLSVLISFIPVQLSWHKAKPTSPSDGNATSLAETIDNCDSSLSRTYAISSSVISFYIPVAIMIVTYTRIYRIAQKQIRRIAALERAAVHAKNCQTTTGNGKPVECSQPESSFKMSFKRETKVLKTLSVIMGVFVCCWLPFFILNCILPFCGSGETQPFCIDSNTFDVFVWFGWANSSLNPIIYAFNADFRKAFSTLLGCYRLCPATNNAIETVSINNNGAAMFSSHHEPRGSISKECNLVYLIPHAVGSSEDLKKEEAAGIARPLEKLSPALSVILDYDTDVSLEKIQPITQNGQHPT
D2 potentiator – D2 dopamine receptor (human) potentiation; P14416; potentiation, % at 10 µM; AID 485347; HEK293 T-REx D2, calcium flux, EC20 dopamine potentiation; actives 0.34% (n = 340,000);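 active means potentiation over 3 SD above the plate norm, cut at about 30% in these data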; further: 0% is about no effect
Target sequence (P14416 whole entry, looked up): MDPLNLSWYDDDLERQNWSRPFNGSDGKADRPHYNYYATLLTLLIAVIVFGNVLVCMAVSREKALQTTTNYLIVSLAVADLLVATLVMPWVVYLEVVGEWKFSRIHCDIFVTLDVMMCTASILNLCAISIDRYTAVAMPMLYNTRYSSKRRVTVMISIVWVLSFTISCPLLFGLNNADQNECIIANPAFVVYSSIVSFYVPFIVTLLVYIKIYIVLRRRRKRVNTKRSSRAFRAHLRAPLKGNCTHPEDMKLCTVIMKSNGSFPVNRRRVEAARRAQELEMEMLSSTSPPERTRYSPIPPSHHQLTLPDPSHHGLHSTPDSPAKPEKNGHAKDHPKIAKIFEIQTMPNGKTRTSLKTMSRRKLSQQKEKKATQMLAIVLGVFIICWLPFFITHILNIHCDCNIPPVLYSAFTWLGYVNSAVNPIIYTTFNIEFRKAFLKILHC
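Cells plated with tetracycline inducer and held overnight at 30 C; calcium dye loaded 30–90 min at room temperature; baseline taken, compound added and read 180 s; EC20 dopamine then added and read 180 s.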
D1 antag – human D1 dopamine receptor antagonism | P21728 | HEK293 TREx D1 cells, calcium flux, dopamine EC80; stronger effect = lower value | activity change, negative = inhibition, % at 10 µM | actives 3.2% (n = 360,000) | AID 504652; in the data active means activity change below about -30%; further: on the % scale 0 is the no-effect control and ±100 the full control effect
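Calcium flux readout: force-coupled, inducible Hek293 Trex D1 line, cells induced overnight at 30 C with tetracycline, dye-loaded 30–90 min at RT. Antagonism scored against EC80 dopamine challenge given 180 s after compound.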
RXFP1 agonist – activates the human relaxin receptor RXFP1; Potency, µM (highest dose often 57.5 µM), for the others: at the highest dose activation, actives largely listed as activators; Q9HBX9; HEK293T-RXFP1 cAMP TR-FRET, 30 min; response scale: percent of porcine relaxin response, buffer zero; AID 2676; actives 0.3% (n = 370,000); active means well fitted activation curve with a large enough effect; inconclusive means small, poorly fitted or top-dose-only effect; further: potency means the concentration at half of the fitted maximal effect; on the % scale 0 is the no-effect control and ±100 the full control effect; nearly all actives have a fitted effect of over 60% in size; many of its hits are not listed in these tables
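HEK293T cells stably expressing RXFP1 were pretreated with the PDE4 inhibitor Ro 20174, exposed to compounds for 30 min at 37C, lysed, and cAMP was read by TR-FRET. Data normalized to buffer (basal) and 29 nM porcine relaxin (100%).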
TRHR enhancer – TRH receptor (human) allosteric enhancement; AID 493056; TRHR cells, fluo-8 calcium fluorescence, EC20 TRH enhancement; actives 0.66% (n = 360,000); enhancement, % at 2 µM; in the data active means enhancement above about 30%; further: 0% is about no effect
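Enhancer read-out: after compound pinning and an initial kinetic agonist-mode read, an EC20 of TRH (10 nM final) was injected and fluo-8 calcium signal (Ex 480/Em 530) followed at 1 s/cycle for 100 cycles in TRHR-expressing cells.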
D2 antagonist – antagonizes the human D2 dopamine receptor; HEK293 TREx D2 cells, calcium flux, dopamine EC80; inhibition, % at 10 µM; actives 2% (n = 340,000); in the data active means inhibition above about 30%; further: 0% is about no effect
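In this primary screen, negative modulation is detected by tracking calcium flux after an EC80 dopamine challenge in inducible HEK293 T-REx D2 cells preexposed to test compound for 180 s.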
D1 agonist – human D1 receptor agonism; P21728; HEK293 T-REx D1 cells, calcium flux, agonist mode; activation, % at 2 µM; actives 1% (n = 360,000); AID 504660; in the data active means activation above about 30%; further: 0% is about no effect
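Inducible HEK293 T-REx D1 cells, force-coupled to calcium signalling, were plated at 4000 cells/well with tetracycline and held overnight at 30 C. After no-wash calcium dye loading, compound-evoked calcium rise over 180 s flagged agonists.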
D2 agonist – activates the human D2 dopamine receptor; P14416; HEK293 T-REx D2 cells, calcium flux agonist mode; activation, % at 2 µM; actives 0.53% (n = 340,000); AID 485358;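 active means activation over 3 SD above normal in the single-dose calcium agonist read, cut at about 30% in these data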; further: 0% is about no effect
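Tetracycline-induced HEK293 Trex cells with D2 receptor force-coupled to calcium signaling, plated overnight at 30 C and loaded with no-wash calcium dye. Calcium flux read kinetically for 180 s after compound addition; responses flag agonists.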
RXFP1 antag – RXFP1 (human) relaxin receptor antagonism; Q9HBX9; HEK293-RXFP1, relaxin-stimulated cAMP HTRF, 30 min; stronger effect = lower value; activity change, negative = inhibition, % at 57.5 µM; actives 0.59% (n = 350,000);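 active means activity change of -60% or lower, but not beyond a set lower limit; inconclusive means change between -60% and -40%, or beyond the set limit; inactive means change above -40%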; further: on the % scale 0 is the no-effect control and ±100 the full control effect
* hit, by the source's call; ? = inconclusive; . = not tested or not shown; & = joins results of further samples. The list is partial, so the mix of outcomes need not match the whole.

SMILES | D1 potentiator | D2 potentiator | D1 antag | RXFP1 agonist | TRHR enhancer | D2 antagonist | D1 agonist | D2 agonist | RXFP1 antag
O=C(Nc1ccc(O)cc1)c1cc2ccccc2c(=O)s1 | -3 | -2 | -8 | 2.8% | 14 | 5 | -1 | 0.4 | -19
Cc1ccc(NC(=O)C2CCN(S(=O)(=O)c3cccc4nsnc34)CC2)cc1 | 0 | -5 | -24 | 0.7% | -10 | . | 4 | -1.0 | .
Cc1occc1-c1nnc(SCC(=O)NC2CCCCC2C)o1 (configuration not stated) | -9 | -3 | -17 | 0.7% | -2 | 13 | 5 | -1.0 | -8
Cc1ccc(C)c(NC(=O)c2ccccc2C(=O)c2ccccc2)c1 | -4 | 1 | -1 | 0.5% | -3 | -6 | 2 | 0.2 | .
COc1ccc(OCC(=O)Nc2ccccc2N2CCN(C)CC2)cc1 | -6 | . | -18 | -0.9% | 4 | -10 | 0 | -2.9 | 1
O=C(COc1ccc(S(=O)(=O)N2CCCC2)cc1)NCC1CCCO1 (configuration not stated) | -4 | 0 | 9 | 0.6% | 0 | 9 | 0 | -2.0 | -2
O=C(COC(=O)c1ccc(S(=O)(=O)NCc2ccco2)cc1)c1ccccc1 | -6 | -6 | 5 | -1.0% | -1 | 1 | 2 | -1.1 | 0
Cc1cccc(NC2=NC(C)(C)N=C(N)N2)c1 | 6 | -3 | -8 | 1.0% | -3 | 3 | 1 | 0.9 | -5
Cc1cccc2c3nc4ccccc4nc3n(C)c12 | 4 | 3 | 8 | 7.4% | 3 | 0 | 5 | 1.4 | -3
CC(CCc1ccccc1)NC(=O)COC(=O)c1ccc(F)cc1 (configuration not stated) | -1 | 2 | -9 | 3.4% | -5 | 15 | 11 | -3.1 | -14
COc1cc(C(=O)NCC(c2cccs2)N2CCOCC2)c([N+](=O)[O-])cc1OC (configuration not stated) | 1 | 2 | 7 | 1.6% | -4 | -5 | 3 | -0.8 | -7
O=c1cc(N2CCOCC2)c2ccccc2o1 | -3 | -4 | -1 | 0.9% | -9 | 16 | 2 | 0.1 | 13
COc1ccc(C(=O)NCC2(N3CCN(C)CC3)CCCCC2)cc1 | 0 | -7 | 11 | 2.6% | 9 | . | 1 | 0.7 | 1
CCC(C)NC(=O)C1CCCCN1S(=O)(=O)c1ccc(F)cc1 (configuration not stated) | 8 | 2 | -6 | -0.8% | -6 | 9 | 0 | 0.2 | 17
O=C(NNC(=O)c1cccc(O)c1)Nc1ccc([N+](=O)[O-])cc1 | 16 | 3 | 2 | 0.0% | 22 | 2 | 3 | 3.8 | -9
O=C(CSc1nnc(NC(=O)c2ccco2)s1)Nc1ccccc1Br | -8 | . | 11 | 25% | -2 | 1 | 1 | -2.7 | -1
Cc1ccccc1S(=O)(=O)Cc1ccc(C(=O)NCCN(CC(C)C)CC(C)C)o1 | -6 | 2 | -14 | 5.8% | 6 | 5 | 23 | -0.3 | 5
Cc1ccc2c(c1)N(CC(=O)NC1CCCCC1)C(=O)c1cccnc1O2 | -7 | 3 | 11 | 1.8% | 8 | -17 | 3 | 0.0 | .
COc1cccc(C2=CC(c3ccc(N(C)C)cc3)n3nnnc3N2)c1 (configuration not stated) | -12 | 0 | -36* | 6.3% | 0 | 5 | 3 | -0.1 | 0
COc1cc(C(=O)NCC(=O)N/N=C/c2ccco2)cc(OC)c1OC | 0 | -1 | -21 | 0.2% | 1 | -14 | 0 | 0.0 | -15
CCOc1ccc(C(=O)Nc2c3c(nn2-c2ccccc2)CS(=O)(=O)C3)cc1 | -2 | 6 | -2 | 0.3% | -10 | 5 | 2 | -0.6 | 3
CCOC(=O)C1(Cc2cccc(F)c2)CCN(C(=O)c2cscn2)CC1 | -3 | -1 | -5 | 0.2% | -7 | 5 | 2 | 0.8 | -34
CCOC(=O)N1CCC(NC(=O)c2cc(S(=O)(=O)N3CCC4(CC3)OCCO4)ccc2F)CC1 | 3 | -2 | -24 | 0.0% | -2 | 13 | 8 | 0.2 | 12
CCN(CCn1cccn1)C(=O)C1CCC(=O)N(CCc2cccc(F)c2)C1 (configuration not stated) | -4 | . | 11 | 0.3% | 0 | . | 6 | . | -7
CSc1nsc(SCC(=O)Nc2nc3ccccc3s2)n1 | -6 | 13 | -2 | 4.2% | -7 | 8 | 12 | -0.2 | -17
Cc1c(NC(=O)c2c(F)cccc2F)c(=O)n(-c2ccccc2)n1C | 8 | 4 | 4 | 1.7% | 9 | -6 | 3 | -0.5 | -7
Cc1ccc(NC(=O)C(=O)NCCN2CCN(Cc3ccc([N+](=O)[O-])cc3)CC2)cc1 | -8 | -9 | 6 | -2.6% | -4 | -2 | 3 | -0.2 | 0
C=CCn1c(SCC(=O)OC)nc2sc3c(c2c1=O)CCN(C)C3 | 0 | 4 | -3 | 12% | 10 | -7 | 0 | 1.1 | .
Cc1cc(Cl)ccc1OCc1nnc2n1CCCCC2 | -2 | 12 | -5 | 3.9% | 0 | 18 | 3 | -0.1 | -5
O=C(c1cccc2nccnc12)N1CCCC(Nc2ccc(F)c(F)c2)C1 (configuration not stated) | 3 | -11 | -7 | 3.7% | 1 | 6 | 3 | -0.1 | -14
CC(=O)N1CCc2ccc(S(=O)(=O)N3CCN(C)CC3)cc21 | -2 | 1 | 8 | 4.9% | 5 | -6 | 0 | -0.4 | -1
CCCN(c1ccccc1F)S(=O)(=O)c1cc(-c2cc(C)no2)ccc1OC | -8 | 6 | -46* | 7.1% | 0 | -8 | 6 | -0.5 | 13
COc1ccc(N(C(=O)c2ccccc2C)S(=O)(=O)c2ccc(Cl)cc2)cc1 | -2 | 3 | -8 | 1.7% | 2 | . | 6 | 0.4 | .
CCOC(=O)N1CCN(C(=O)CSc2nnc(-c3c[nH]c4ccccc34)n2CCOC)CC1 | -1 | 2 | 27 | 1.6% | 1 | 2 | 2 | 0.7 | -11
COc1ccccc1CNC(=O)c1ccc(OC(F)F)c(OC)c1 | -5 | 8 | 6 | 2.7% | 51* | -12 | 1 | -0.7 | 3
Cc1ccc(-c2cc(C(=O)N/N=C/C(Br)=C/c3ccccc3)n[nH]2)o1 | -5 | . | 4 | 0.3% | -8 | . | 3 | . | ?
CCCCn1c(N)c(N(CCOC)C(=O)c2cccc(OCc3ccccc3)c2)c(=O)[nH]c1=O | 1 | 9 | 19 | 0.3% | -1 | -3 | 0 | -0.1 | -7
C[C@@H](CO)NC(=O)c1ccc2c3n(nc2c1)-c1ccc(Cl)cc1CO3 | -5 | -6 | -18 | 0.1% | 5 | -4 | 1 | 0.1 | .
Cn1cc(/C=C/C(=O)N2CCCC(C(=O)c3cccc4ccccc34)C2)cn1 (configuration not stated) | -8 | 7 | 3 | 0.5% | 1 | 10 | 0 | -0.7 | -7
OC1CCCN(Cc2c3ccccc3cc3ccccc23)C1 (configuration not stated) | 0 | 17 | 10 | -2.5% | -4 | 0 | 0 | -0.6 | -1

Whole records, looked up by structure. Order of screens: D1 potentiator | D2 potentiator | D1 antag | RXFP1 agonist | TRHR enhancer | D2 antagonist | D1 agonist | D2 agonist | RXFP1 antag
Shown for `Cc1ccc(-c2cc(C(=O)N/N=C/C(Br)=C/c3ccccc3)n[nH]2)o1` → -5 | . | 4 | 0.3% | -8 | . | 3 | . | ?
Shown for `CCCCn1c(N)c(N(CCOC)C(=O)c2cccc(OCc3ccccc3)c2)c(=O)[nH]c1=O` → 1 | 9 | 19 | 0.3% | -1 | -3 | 0 | -0.1 | -7
Shown for `COc1ccc(N(C(=O)c2ccccc2C)S(=O)(=O)c2ccc(Cl)cc2)cc1` → -2 | 3 | -8 | 1.7% | 2 | . | 6 | 0.4 | .

Continuation:
SMILES | D1 potentiator | D2 potentiator | D1 antag | RXFP1 agonist | TRHR enhancer | D2 antagonist | D1 agonist | D2 agonist | RXFP1 antag
Cc1csc(NC(=O)c2cc(=O)[nH]c3ccc(S(=O)(=O)N4CCOCC4)cc23)n1 | -7 | -1 | -9 | 16% | -5 | -7 | 1 | 3.0 | 1
O=S1(=O)CCN2N=C(C3CC3)SC2=N1 | -3 | 1 | -2 | -0.7% | 0 | 5 | 0 | 1.8 | -11
COc1ccc(N2CCN(C(=O)CN3C(=O)NC4(CCCCCC4)C3=O)CC2)cc1 | . | . | -3 | 0.2% | 13 | . | 8 | . | 6
COc1cc(NC(=O)CSc2c3c(nc4ccccc24)CCC3)cc(OC)c1OC | 1&-2 | 7&0 | 14&-4 | 0.3%&2.3% | 16&2 | 7 | -1&2 | 0.0&-0.5 | 9
O=C(NCc1ccccc1Cl)c1ccc[nH]1 | 9 | 8 | 1 | 3.8% | 2 | -6 | 2 | -1.0 | -10
CCOC(=O)C1CCC2(CC1)C(C#N)=C(N)Oc1n[nH]c(C)c12 (configuration not stated) | 8 | -5 | -2 | 0.5% | 2 | 8 | 1 | -0.3 | -4
COc1ccc(C(=O)c2oc3ccccc3c2NC(=O)c2nc(SC)ncc2Cl)cc1Cl | -1 | 1 | 7 | 0.2% | -4 | . | 3 | 1.1 | .
Cn1cccc1-c1nc2ccccc2n1C | -7 | 18 | -2 | 5.6% | 4 | -9 | -1 | -0.3 | 3
Cc1ccc(NCC(=O)Nc2cccc(S(=O)(=O)N(C)C)c2)cc1S(=O)(=O)N1CCCCCC1 | -2 | -14 | -11 | -0.9% | -3 | -9 | 1 | -0.5 | -7
Cc1cc2nc3c(nc2cc1C)C1(C(=O)O)CCC3(C)C1(C)C (configuration not stated) | -3 | . | 4 | 0.2% | -1 | -13 | -1 | 1.3 | -6
CCOC(=O)C(CC)Sc1c(CC)cnc2c1c(=O)n(C)c(=O)n2C (configuration not stated) | 0 | 0 | . | 1.7% | -2 | . | 1 | 1.2 | -16
COc1cccc(CNC(=O)CCc2cn(Cc3ccccc3Cl)c3ccccc23)c1 | 1 | . | -9 | -0.5% | 4 | . | 33* | 1.1 | 15
Cc1cccc(N2CCN(S(=O)(=O)c3ccc4c(c3)CCN4C(=O)CCC(=O)O)CC2)c1C | 7 | 2 | 2 | 1.3% | 5 | 0 | 2 | 0.6 | -10
O=C(Nc1ccc2c(c1)nc1n2CCN(Cc2ccccc2)C1)c1cccs1 | -4 | -1 | -7 | -0.9% | 5 | 7 | 2 | 0.9 | 0
CCN1CCSc2ccc(C(=O)NCc3cccc(Br)c3)cc21 | -2&-3 | -20&-3 | 11&-13 | 8.4%&12% | 0&4 | 7 | 2&0 | 0.3&-0.6 | 9&1
CN(C1(C)CCS(=O)(=O)C1)S(=O)(=O)c1ccc2ccccc2c1 (configuration not stated) | 10 | 0 | -7 | 0.4% | -1 | -3 | 1 | -0.4 | -1
COc1ccc(-c2ccnc3nc(-n4cccc4)nn23)cc1 | 2 | 9 | -17 | 3.5% | 10 | -10 | 0 | -1.4 | -26
CC1CCCN(C(=O)CN(c2ccccc2)S(=O)(=O)c2ccc(F)cc2)C1 (configuration not stated) | . | 14 | -14 | 0.0% | -1 | -8 | 3 | -0.3 | -5

Bioassay records deposited in PubChem by National Center for Advancing Translational Sciences (NCATS).
